From PubChem BioAssay
NOD1 inhibition = NOD1 signaling inhibitors, primary screen, cell-based, luminescence, uHTS (AID 1578). inhibition, % at 4 µM, or EC50 in µM where a hit was titrated. NOD1-driven NF-kB luciferase reporter cells, luminescence; higher % means a stronger effect. 290,000 tested, 1% active; in the data active means inhibition mostly above about 36%, no sharp cut-off; inactive means mostly below about 34%;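 further: HEK-293T reporter cells stimulated with the NOD1 agonist gamma-tri-DAP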
West Nile antiviral = inhibition of WNV-induced cytopathic effect – cell-based, CPE readout (AID 1621); West Nile virus-infected cells, CPE inhibition; higher % means a stronger effect; 290,000 tested, 0.02% active; CPE inhibition, % at 10 µM; hits with a dose series show IC50 in µM; in the data active means a potency from the dose series; inconclusive means CPE inhibition mostly from about 3.7% at the one dose, without a potency; inactive means the rest, 99 in 100 with CPE inhibition below about 2.2%; further: strong numbers were not always called active
NS5 inhibitors = flavivirus cap methylation enzyme inhibition – biochemical, confirmation dose response, primary screen (AID 588689); Dengue-2 NS5 methyltransferase capping enzyme assay, biochemical; higher % means a stronger effect; inhibition, % at 25 µM; hits with a dose series show IC50 in µM; 340,000 tested, 0.3% active; in the data active means a potency from the dose series; inconclusive means inhibition above about 29% without an active follow-up result
GPR55 antagonists = GPR55 antagonists blocking LPI-driven arrestin recruitment, primary screen, imaging, U2OS, beta-arrestin-GFP, LPI agonist (AID 2013); U2OS GPR55 beta-arrestin-GFP translocation imaging, LPI antagonism; higher % means a stronger effect; inhibition, % at 10 µM, or IC50 in µM where a hit was titrated; 290,000 tested, 0.13% active;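 active means spots per cell inhibited over 60%, with over 100 cells counted and total cytoplasm intensity under 500,000; inconclusive means wells with under 100 cells, flagged as likely toxic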;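 further: U2OS cells stably carrying GPR55 and arrestin-GFP stimulated by 5 µM LPI near EC80; imaged beta-arrestin-GFP aggregate spots per cell after agonist stimulation; plate controls were LPI-stimulated DMSO wells for no effect and DMSO wells without LPI for full effect; some results filed as inactive read as strong as hits; confirmed hits need IC50 under 10 µM and bright autofluorescent wells are also inconclusive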
HIV fusion peptide = cell-free HIV fusion peptide-binding blockers – biochemical, uHTS, fluorescence dequenching, primary screen (AID 1986) | cell-free peptide binding, fluorescence dequenching, 30 min; higher % means a stronger effect | one-dose inhibition, % at 20 µM; IC50 in µM for titrated hits | 290,000 tested, 0.3% active; in the data active means inhibition mostly above about 52%, no sharp cut-off; inactive means mostly below about 76%; further: some results filed as inactive read as strong as hits
GPR35 arrestin U2OS = inhibition of zaprinast-stimulated GPR35 beta-arrestin translocation – imaging, U2OS, beta-arrestin-GFP, zaprinast agonist, primary screen (AID 2058); U2OS GPR35 beta-arrestin-GFP translocation imaging, zaprinast antagonism; higher % means a stronger effect; one-dose inhibition, % at 10 µM; IC50 in µM for titrated hits; 290,000 tested, 0.052% active;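 active means inhibition of at least 50% with at least 30 cells and total cytoplasm GFP at most 10,000,000; inconclusive means under 30 cells or total GFP of 10,000,000 plus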
KOR beta-arrestin-1 = kappa opioid receptor blockers – cell-based, luminescence, uHTS (AID 1778) | 290,000 tested, 0.091% active | inhibition, % at 10 µM; hits with a dose series show IC50 in µM | KOR beta-arrestin recruitment, luminescence, antagonist mode; higher % means a stronger effect; in the data active means inhibition above about 50%; further: strong numbers were not always called active
GPR55 activation = GPR55 agonists via beta-arrestin recruitment, primary screen, imaging, U2OS cells, beta-arrestin-GFP redistribution (AID 1961); 290,000 tested, 0.048% active; U2OS GPR55 beta-arrestin-GFP redistribution imaging; higher % means a stronger effect; activation, % at 10 µM, or EC50 in µM where a hit was titrated;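 active means activation above 40% with more than 50 cells counted in the well; inconclusive means wells holding fewer than 50 cells, flagged as toxic or sparse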;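 further: U2OS osteosarcoma cells stably expressing GPR55 and beta-arrestin-GFP; plate controls were DMSO negative control for no effect and LPI positive control for full effect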
KOR beta-arrestin-2 = kappa opioid receptor activators – cell-based, luminescence, uHTS, primary screen (AID 1777); 280,000 tested, 0.02% active; activation, % at 10 µM, or EC50 in µM where a hit was titrated; KOR beta-arrestin recruitment, luminescence; higher % means a stronger effect; in the data active means activation above about 50%, passing the limit was not always enough; further: a part of the inactive calls stands beside numbers as strong as those of hits
NS5 inhibitors pilot replicate = recorded beside NS5 inhibitors, whose call it bears; inhibition, %; measured here: pilot screen replicate inhibition
The depositor's hits bear a star; i = inactive; u = inconclusive; x = not tested or not shown; [ ] = remark or other dose. A portion of the library; the hit share may differ from the screen's.

SMILES	NOD1 inhibition	West Nile antiviral	NS5 inhibitors	GPR55 antagonists	HIV fusion peptide	GPR35 arrestin U2OS	KOR beta-arrestin-1	GPR55 activation	KOR beta-arrestin-2	others
C=CCn1c(=O)c2ccccc2n2c(SCC(=O)Nc3sc(C)c(CC)c3C(=O)OCC)nnc12	12%	0.2%	3%	1%	3.0%	-8%	11%	0.1%	3.2%
CC(C)CCSc1nc2c(c(=O)[nH]c(=O)n2C)n1CCCc1ccccc1	15%	2.1%	-6%	-2%	-0.8%	-7%	-124%	-0.1%	0.8%
CC1C=Cc2ccccc2N1C(=O)c1ccccc1 (stereo unspecified)	-4%	-0.1%	-1%	24%	0.3%	-4%	29%	0.0%	-2.0%
CCC(C(=O)Nc1ccon1)c1ccccc1 (stereo unspecified)	-9%	-0.1%	-6%	-8%	0.1%	-5%	20%	0.6%	-2.1%
C/C(=N\NC(=O)CSc1nc2ccccc2s1)c1cccnc1	5%	0.0%	-3%	7%	-1.4%	13%	28%	-0.1%	4.0%
COc1cc2ccccc2cc1C(=O)N(CCN(C)C)c1nc2c(C)cccc2s1	-25%	-0.8%	-15%	3%	-1.1%	-4%	-31%	-0.2%	-6.8%
CCOC(=O)C1C(=O)CC(C)(O)C(C(=O)OCC)C1c1ccc(NC(C)=O)cc1 (stereo unspecified)	-26%	0.0%	-6%	3%	-1.7%	-5%	-9%	-0.6%	-3.5%
Cn1c(C(=O)N[C@@H](C(=O)O)c2ccccc2)cc2cc(Cl)ccc21	-7%	-0.3%	-10%	0%	18%	-5%	5%	-0.1%	-2.0%
C#CCOCCOCCOCCNc1nc(N2CCN(C(=O)[C@H](CCC(=O)O)n3cc(C(N)CO)nn3)CC2)nc(N2CCN(C(=O)[C@H](CCCCN)n3cc(C(N)[C@H](C)CC)nn3)CC2)n1 (stereo partly specified)	4%	-0.1%	x	-2%	-0.7%	27%	22%	-0.1%	1.6%
Cc1cccc(-n2c(=O)cc(N3CCN(c4ccc(F)cc4)CC3)[nH]c2=O)c1	-12%	0.1%	-6%	3%	0.1%	-4%	16%	-0.5%	8.5%
COc1ccc(-c2nn(-c3ccccc3)cc2/C=N/Nc2ccccn2)cc1	-31%	-0.9%	x	-9%	-0.3%	-11%	i	0.2%	9.6%
COc1ccc(CNc2ncc(-c3ccccc3)n2C)c(OC)c1OC	-22%	-1.5%	-14%	1%	-0.9%	6%	2%[20 µM]	0.3%	-3.0%
O=C(CCC1CCCN(C(=O)C2=CCCCC2)C1)N1CCN(c2ccccn2)CC1 (stereo unspecified)	-35%	-0.7%	1%	1%	0.5%	-3%	-1%	-0.3%	-4.6%
CSc1ncc(Cl)c(C(=O)Nc2ccc(S(=O)(=O)Nc3nccc(C)n3)cc2)n1	13%	-0.1%	-1%	4%	0.3%	-15%	26%	0.3%	-2.6%
Cc1ccc(NC(=S)N/N=C2/CCCc3c(C)cc(C)cc32)cc1	-1%	-1.0%	-3%	-6%	2.4%	11%	-13%	0.0%	7.6%	NS5 inhibitors pilot replicate=0.9
O=C(Nc1ccc(F)cc1)c1ccc(S(=O)(=O)NCC2CCCO2)cc1 (stereo unspecified)	19%	-0.7%	1%	5%	-2.0%	-5%	-2%	-0.2%	-1.3%
Cn1nc(-c2ccc(OCC(N)=O)cc2)c2ccccc2c1=O	-4%	-0.2%	-6%	18%	4.7%	18%	-7%	-0.1%	-3.5%
Cc1ccc(-c2cc3ncc(C#N)c(N)n3n2)cc1	-14%	0.3%	3%	9%	-0.1%	12%	-13%	-0.3%	-1.1%
CCOc1ccc(C(=O)NNC2CC(=O)N(CCc3ccccc3)C2=O)cc1OC (stereo unspecified)	-15%	-0.5%	-5%	-6%	1.0%	-18%	15%	0.9%	-3.8%
Cc1nnc(Sc2c(N)n(C)c(=O)n(C)c2=O)s1	-5%	0.9%	-4%	9%	0.9%	3%	-13%	0.0%	-4.0%	NS5 inhibitors pilot replicate=-3.9
O=C(CCc1nc2ccccc2[nH]1)Nc1ccccc1	-36%	0.8%	-1%	-8%	-2.0%	-15%	20%	0.0%	0.2%
CCCC(C(=O)NC1CCCC1)N(CCN(CC)CC)C(=O)c1snc(C(N)=O)c1N (stereo unspecified)	-17%	-0.6%	-4%	-6%	0.8%	5%	6%	-0.1%	-1.3%
COCCCn1c(SCc2cc(=O)[nH]c3ccccc23)nnc1-c1ccco1	-19%	0.7%	-8%	9%	-1.8%	-3%	14%	-0.1%	-7.2%
CC1CCCCN1C(=O)CSc1ccc(-c2ccc(F)cc2)nn1 (stereo unspecified)	-25%	-0.6%	-4%	10%	1.9%	4%	-20%	0.2%	4.9%
COc1cc(C(=O)N2CCC(n3c(C)nc4cc(F)ccc43)CC2)cc(OC)c1OC	0%	0.0%	1%	-32%	1.0%	22%	-12%	0.7%	13%
O=C(NNc1cccc(Cl)n1)c1ccccc1CC[N+](=O)[O-]	-18%	0.6%	0%	-3%	-2.1%	-10%	4%	-0.3%	-6.7%
COc1ccc(N=C(NN)c2ccc3ccccc3n2)cc1	-32%	-1.2%	3%	-5%	0.7%	-8%	x	0.1%	-2.6%
CCN(CC)CCNC(=O)CCc1c(C)nc2c(c(C)nn2-c2ccc(C)c(C)c2)c1C	-12%	-1.8%	-5%	6%	-1.0%	-9%	-45%	0.0%	1.3%
CN(Cc1nc2ccc(F)cc2[nH]1)Cc1nc(CC2CC2)no1	-27%	-1.2%	-10%	11%	1.9%	-2%	5%[20 µM]	0.6%	x
CCCCNC(=O)COC(=O)c1ccc(C)c(NC(=O)c2ccco2)c1	-29%	-0.5%	-3%	3%	1.0%	-4%	19%	-0.2%	-6.4%
CCOC(=O)C1(CC2CC2)CCN(Cc2cnc(-c3ccc(OC)cc3)nc2)CC1	4%	-1.3%	6%	1%	2.7%	-9%	-3%	-0.3%	0.7%
Cn1nc(C(C)(C)C)cc1C(=O)NCc1ccc(N2CCCC2=O)cc1	x	0.0%	0%	-1%	-1.3%	2%	22%	-0.1%	0.0%
Cc1cccc(C(CC(=O)NCc2ccco2)c2ccccc2)c1O (stereo unspecified)	-14%	0.0%	-2%	13%	0.7%	-12%	-45%[20 µM]	-0.1%	0.1%
CCOc1ccccc1N1C(=O)c2cccnc2C1=O	7%	0.2%	-4%	-8%	-3.3%	16%	-16%	-0.1%	10%
O=C(NCC1CCCO1)C(c1cccnc1)N(C(=O)Cc1cccs1)c1ccccc1 (stereo unspecified)	-17%	-0.7%	-2%	13%	1.7%	2%	-48%	0.2%	3.0%
N#C/C(=C\c1ccccc1)c1nc2ncccc2[nH]1	-4%	-0.2%	-9%	2%	-0.3%	9%	-8%	-0.1%	22%
CC1=C(C(=O)OCCCCCl)C(c2cc3c(cc2Br)OCO3)NC(=O)N1 (stereo unspecified)	-32%	-1.4%	x	-2%	-1.5%	-12%	-10%[20 µM]	0.6%	-3.5%
COc1cc(/C=C2/C(=O)NN(c3cccc(C)c3)C2=O)ccc1OC(=O)c1ccco1	23%	0.3%	64µM*	2%	33%	-1%	-9%	-0.3%	-2.7%
Cc1ccc(S(=O)(=O)N(C)c2ccc(C(=O)N3CCOCC3)cc2)cc1	-13%	-0.9%	-2%	0%	-1.8%	15%	-28%	0.3%	2.1%
COc1cccc(CNC(=O)C(=O)NCC2OCCCN2S(=O)(=O)c2cc(C)ccc2C)c1 (stereo unspecified)	-12%	-0.7%	0%	10%	2.9%	4%	6%	0.3%	2.3%

Three entries already listed, ordered by count of non-hydrogen atoms, largest number first.
SMILES	NOD1 inhibition	West Nile antiviral	NS5 inhibitors	GPR55 antagonists	HIV fusion peptide	GPR35 arrestin U2OS	KOR beta-arrestin-1	GPR55 activation	KOR beta-arrestin-2	others
CC1=C(C(=O)OCCCCCl)C(c2cc3c(cc2Br)OCO3)NC(=O)N1 (stereo unspecified)	-32%	-1.4%	x	-2%	-1.5%	-12%	-10%[20 µM]	0.6%	-3.5%
Cc1cccc(C(CC(=O)NCc2ccco2)c2ccccc2)c1O (stereo unspecified)	-14%	0.0%	-2%	13%	0.7%	-12%	-45%[20 µM]	-0.1%	0.1%
O=C(CCc1nc2ccccc2[nH]1)Nc1ccccc1	-36%	0.8%	-1%	-8%	-2.0%	-15%	20%	0.0%	0.2%

Continuation.
SMILES	NOD1 inhibition	West Nile antiviral	NS5 inhibitors	GPR55 antagonists	HIV fusion peptide	GPR35 arrestin U2OS	KOR beta-arrestin-1	GPR55 activation	KOR beta-arrestin-2	others
COc1ccc(OC)c(CC(=O)NC(c2ccccc2)c2ccccc2)c1	-27%	-0.7%	3%	0%	-1.0%	5%	-21%	x	1.6%
CCOc1ccc(Cl)cc1/C=N/NC(=O)c1ccccc1	50%	0.5%	-2%	-5%	3.7%	-4%	-23%	-0.2%	3.3%
C/C(Cc1ccccc1)=N/NC(=O)CNC(=O)C(c1ccccc1)c1ccccc1	-7%	0.3%	-5%	-6%	-1.6%	-4%	2%	0.0%	-1.8%
COc1ccccc1/C=N/n1nnnc1N	-6%	0.3%	-3%	-12%	-1.0%	-6%	-5%	0.0%	-2.1%
Cc1cc(N2CCN(S(=O)(=O)c3ccc(Br)cc3)CC2)n2ncnc2n1	-9%	-2.1%	-5%	3%	0.4%	12%	-30%[20 µM]	0.4%	x
CCc1cccc(NC(=O)C2CCCN2S(=O)(=O)c2ccc3c(c2)n(C)c(=O)c(=O)n3C)c1 (stereo unspecified)	-13%	0.2%	-11%	7%	0.5%	-8%	-11%	1.2%	1.6%
COc1ccc(OC)c(NC(=O)C2C3C=CC(C3)C2C(=O)NCc2cccnc2)c1 (stereo unspecified)	-35%	-0.1%	x	7%	1.1%	22%	1%	0.5%	-2.7%
CCOC(=O)c1c(C)n(C)c2c1cc(OC(C)=O)c1ccccc12	-56%	0.1%	4%	5%	-0.8%	4%	-4%	0.3%	4.1%
O=C(Nc1cccc(O)c1)C1CCCN1C(=O)OCc1ccccc1 (stereo unspecified)	-28%	-0.3%	9%	3%	2.0%	2%	10%	0.2%	-4.3%
O=C(O)CCCNC(=O)Nc1ccccc1	-34%	-0.4%	-1%	10%	1.5%	1%	18%	-0.1%	-0.8%
CSc1nc(-c2ccc(C)cc2)nc(N)c1C#N	1%	-0.4%	-5%	-1%	1.2%	-5%	9%	-0.1%	2.6%
COc1ccc(S(=O)(=O)Cc2ccc(C(=O)N3CCOCC3)o2)cc1	x	-0.1%	-3%	-3%	-1.4%	-3%	21%	-0.1%	-0.6%
O=C(CNC(=O)c1ccccc1F)NC1CCN(Cc2ccccc2)CC1	-8%	u	1%	1%	-0.6%	17%	-18%	-0.1%	-1.1%
O=C1N=C(N2C=CC(=C3C=CNC=C3)C=C2)/C(=C/N=NC(=O)c2ccccc2O)S1	-5%	0.1%	u	4%	55%	-15%	7%	-0.2%	-2.2%
